HCMV antiviral: inhibitors of human cytomegalovirus | HFF cells, HCMV-luciferase reporter, 72 h; stronger effect = lower value | activity change, negative = inhibition, % at 57.5 µM | hit rate 4.5% among 410,000 | AID 1259415; in the data active = activity change below about -60%; inconclusive = no clear call, values can overlap the other calls; inactive = above about -39%
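Inhibition of viral replication was scored as loss of reporter luminescence in HFFs infected with HCMV-luciferase (MOI 1 PFU/cell) for 72 h; compounds tested at 2 doses, normalized to buffer and Salinomycin controls.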
LmPK inhibitor: LmPK (Leishmania mexicana) enzyme inhibition; purified LmPK, Kinase-Glo ATP luminescence, 1 h; Potency, µM (titrated, usually from 57.5 µM), inactives show at the highest dose activity change, negative = inhibition, hits mostly inhibitors; hit rate 0.37% among 290,000; Q27686; also: potency is read from the fitted curve at half-maximal effect
Target sequence (Q27686 whole entry, looked up): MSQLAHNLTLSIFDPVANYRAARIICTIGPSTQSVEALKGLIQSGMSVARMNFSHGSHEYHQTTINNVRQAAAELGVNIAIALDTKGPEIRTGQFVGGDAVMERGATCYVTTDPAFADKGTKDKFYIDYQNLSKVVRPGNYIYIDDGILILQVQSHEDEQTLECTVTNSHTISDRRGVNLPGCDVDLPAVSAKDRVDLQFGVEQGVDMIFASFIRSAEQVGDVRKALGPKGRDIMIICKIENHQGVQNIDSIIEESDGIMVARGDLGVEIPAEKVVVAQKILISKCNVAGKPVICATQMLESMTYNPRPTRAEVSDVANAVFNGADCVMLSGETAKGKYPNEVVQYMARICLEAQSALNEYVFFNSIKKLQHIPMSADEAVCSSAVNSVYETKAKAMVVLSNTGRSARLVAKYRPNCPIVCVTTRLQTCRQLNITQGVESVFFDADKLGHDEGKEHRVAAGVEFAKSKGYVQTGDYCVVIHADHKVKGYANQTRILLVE
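Screened at intermediate enzyme activity to detect both inhibitors and activators: LmPK at 0.1 nM, with a 0.5 nM enzyme column as activation reference. PEP 0.5 mM, ADP 0.1 mM; ATP detected by luminescence after 1 h.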
AMA1-RON2 inh: inhibitors of Plasmodium falciparum AMA1-RON2 interaction. AlphaScreen AMA1-biotinylated RON2 peptide binding. Potency, µM (series often up to 58.2 µM), for inactives: top-dose activity change, negative = inhibition, usual class: inhibitors. hit rate 0.2% among 360,000;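 also: potency is read from the fitted curve at half-maximal effect; 0% = vehicle wells and -100% = peptide control; nearly all actives have a fitted effect of over 45% in size; some results filed as inactive show a strong effect at the top dose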
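AMA1 (3D7) with his tag at 25 nM final met compounds first, then biotinylated RON2 peptide at 25 nM; detection used donor plus acceptor beads, 10 µg/mL apiece, read by AlphaScreen after 30 min at room temperature.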
HCV inhibitor: HCV inhibition; Huh7.5.1 HCVcc-Cre infection, luciferase reporter, 44 h; Potency, µM (doses to about 41.8 µM), for the others: top-dose activity change, negative = inhibition, actives largely listed as inhibitors; hit rate 3.4% among 340,000; also: potency is read from the fitted curve at half-maximal effect
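Cells (1,000/well) were plated 4 h before compound, then infected with HCVcc-Cre virus (~0.5 moi). After 44 h further culture, infection was read as luciferase luminescence following a 15 min substrate incubation at room temperature.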
Tb PYK inh: inhibitors of Trypanosoma brucei pyruvate kinase; TbPYK enzyme, Kinase-Glo Plus ATP luminescence, 45 min; Potency, µM (highest dose often 76.8 µM), for the others: top-dose activity, negative = inhibition, most hits filed as inhibitors; hit rate 0.12% among 410,000; Q57TT1; also: potency is read from the fitted curve at half-maximal effect; nearly all actives have a fitted effect of over 50% in size
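TbPYK + substrate in 50 mM TEA pH 7.2, 100 mM KCl, 10 mM MgCl2, 0.05% BSA, 0.01% Tween-20; cpd pinned; ADP 130 uM final; 45 min RT; Kinase-Glo Plus 10 min; luminescence endpoint.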
AmpC no deterg: inhibitors of E. coli AmpC beta-lactamase without detergent; P00811; AmpC nitrocefin hydrolysis, absorbance 480 nm, 0.0001% Triton; Potency, µM (titrated, usually from 57.1 µM), without a hit: top-dose activity change, negative = inhibition, usual class: inhibitors; hit rate 0.52% among 330,000;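 also: potency is read from the fitted curve at half-maximal effect; plate controls were no compound for no effect and no enzyme for full effect; nearly all actives have a fitted effect of over 20% in size; some results filed as inactive show a strong effect at the top dose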
Target sequence (P00811 whole entry, looked up): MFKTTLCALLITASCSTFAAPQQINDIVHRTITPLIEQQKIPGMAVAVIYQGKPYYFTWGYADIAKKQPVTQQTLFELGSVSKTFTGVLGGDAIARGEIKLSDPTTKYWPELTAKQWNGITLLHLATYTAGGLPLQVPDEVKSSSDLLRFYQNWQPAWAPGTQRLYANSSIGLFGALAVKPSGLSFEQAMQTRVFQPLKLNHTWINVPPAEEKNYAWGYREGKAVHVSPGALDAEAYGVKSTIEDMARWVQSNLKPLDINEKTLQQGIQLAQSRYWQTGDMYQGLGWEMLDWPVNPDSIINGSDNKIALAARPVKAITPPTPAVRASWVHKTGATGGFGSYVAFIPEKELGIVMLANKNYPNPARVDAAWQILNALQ
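AmpC (5.3 nM in the dispensed reagent) in 20 mM phosphate pH 7.0 with 0.01% (detergent screen) or 0.0001% Triton X-100 was preincubated with compounds for 15 min at room temperature. Nitrocefin was then added from an 800 uM solution, and hydrolysis was followed at 480 nm.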
AmpC detergent: inhibitors of E. coli AmpC beta-lactamase with detergent; P00811; AmpC hydrolysis of nitrocefin, absorbance 480 nm, 0.01% Triton; Potency, µM (top dose mostly 114 µM), without a hit: top-dose activity change, negative = inhibition, most hits filed as inhibitors; hit rate 0.041% among 370,000;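 also: potency is read from the fitted curve at half-maximal effect; 0% = no-compound wells and -100% = no-enzyme wells; nearly all actives have a fitted effect of over 25% in size; some results filed as inactive show a strong effect at the top dose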
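20 mM phosphate pH 7.0 + 0.01% (detergent screen) or 0.0001% Triton X-100; 5.3 nM AmpC reagent; cpd preinc 15 min RT; nitrocefin (800 uM stock) to start; A480 q20 s × 4 min; Activity was normalised to no-enzyme and no-compound control wells.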
* marks the source's active call; other numbers are inactive results; ? = inconclusive; . = no result given; & = joins results of further samples; ! = not confirmed by another sample; [ ] = dose if it differs, or a comment. Unless noted, calls follow the shape of the dose curve; as a rule, active = well fitted curve in the direction sought with a large enough effect; inconclusive = small, poorly fitted or top-dose-only effect, or another doubt; inactive = no such curve, though single readings can be large; an effect the other way counts as inactive or inconclusive. Unless noted, % is scaled to controls: 0 for no effect and ±100 for the full control effect.

Each structure is followed by: HCMV antiviral, LmPK inhibitor, AMA1-RON2 inh, HCV inhibitor, Tb PYK inh, AmpC no deterg, AmpC detergent
> COC(=O)[C@H](CC(C)C)NC(=O)Nc1ccc2c(c1)OCCO2
    53, -2%, 5%, 1%, 3%, -10%, ?
> CCOC(=O)[C@]12CCC=C1N(Cc1ccc(Cl)cc1Cl)C(=O)[C@H](CC(=O)N1CCN(C(=O)c3ccco3)CC1)C2
    -18, ., -1%, ., 2%, ., .
> O=C(Nc1cc(C(F)(F)F)ccc1-n1cncn1)c1ccc(F)cc1Cl
    0, ., -7%, -22%, 0%, 2%, -1%
> O=S(=O)(NN=Cc1ccc(O)cc1O)c1cc(Cl)c(Cl)cc1Cl
    19, ., 49%[activator], 16%, -10%, ., .
> CCN(CCO)C(=O)C(c1ccccc1)c1ccccc1
    36, -3%, 3%, 24%, -1%, -5%, -15%
> COc1cccc(C(=O)NNC(=O)Cc2cccs2)c1
    11, 0%, 29%, -8%, -3%, -12%, -1%
> CCOc1ccc(S(=O)(=O)NCCC(=O)NC2CCC(C)CC2)cc1 (configuration not stated)
    -8, ., -8%, -6%, -8%, -11%, .
> COc1cccc(OC)c1C(=O)Nc1ccc2c(c1)CCCN2S(=O)(=O)c1ccc(C)cc1
    -64*!, -8%, 0%, ?, -22%&0%, 5%, -13%&1%
> COC(=O)CC1(C(=O)OC)Oc2ccccc2C(=O)N1c1ccc(F)cc1F (configuration not stated)
    -15, ., -4%, 3%, -3%, ., .
> Cc1ccn2cc(CNS(=O)(=O)c3cccs3)nc2c1
    0, 3%, 5%, -17%, 8%, 2%, -2%
> COc1ccc(NC(=O)CCCn2nc(C)c3c(C)n(-c4ccccc4)nc3c2=O)cc1
    -36, -2%, -7%, -11%, -1%, 2%, 3%
> COc1ccc(NC(=O)CSc2nnnn2-c2ccc(OC)cc2)cc1
    8, 3%, -6%, 5%, 4%, -16%, 4%
> C[C@@H]1CN([C@H](C)CO)S(=O)(=O)c2ccc(Br)cc2O[C@H]1CN(C)C(=O)Nc1ccc(F)cc1
    -2, ., 10%, ., 1%, ., .
> O=c1nc(Nc2ccccc2)oc2ccccc12
    95, ?, -15%, 3%, -20%, -8%, -1%
> CC1(C(=O)Nc2ccccc2F)CCN1C(=O)Cc1ccc(-c2ccccc2)cc1 (configuration not stated)
    ?, ., 1%, ., -7%, ., .
> CCN(CC)CCC(=O)N1c2ccccc2Sc2ccc(NC(=O)OC)cc21
    10, -3%, -15%, ?, 2%, 28%, -11%
> Cc1nc(-c2ccccn2)nc(SCC(=O)N2CCOCC2)c1Cl
    61, 2%, 58%[activator], 13%, -14%, -2%, 10%
> CCn1c(SCC(=O)N2CCc3ccccc32)nc2c(c1=O)SC(C)C2 (configuration not stated)
    ., -3%, 4%, -14%, -1%, -4%, ?
> COc1cc(OC)c(NC(=O)C2CCN(S(=O)(=O)c3c(C)noc3/C=C/c3c(C)cc(C)cc3C)CC2)cc1Cl
    17, ., ., ., 7%, ., 9%
> O=C(OCCCc1cc2ccccc2c(=O)o1)c1ccco1
    13, ., 22%, 6%, -2%, -2%, -4%
> COc1ccc(/C=C(/NC(=O)c2ccco2)C(=O)Nc2cccc(C(=O)O)c2)cc1
    28, -5%, 19%, 12%, 6%, 1%, 1%
> Cc1cccc(S(=O)(=O)N(C)C[C@@H]2OCc3cnnn3CCCC(=O)N([C@@H](C)CO)C[C@@H]2C)c1
    7, ., -2%, ., -7%, ., .
> COCCN(C(=O)CCC(=O)Nc1cc(C)on1)C(C(=O)NC1CCCC1)c1ccccc1C (configuration not stated)
    -14, 0%, 0%, -9%, 6%, 30%, 5%
> CC1CCC(C(C)C)C(OC(=O)CSc2nc(N)cc(=O)[nH]2)C1 (configuration not stated)
    -24, 2%, -8%, ?, 0%, -33%, -8%
> COc1ccc(NC(=O)c2sccc2-n2cccc2)cc1
    -35, -12%, -20%, 14%, -6%, -22%, ?
> Cc1cc(C)nc(N2CCN(c3nc(C)cc(C)n3)CC2)n1
    ., 1%, ., ., ., -10%, ?
> CC(NCc1cccnc1)c1ccccc1 (configuration not stated)
    -2, -8%, 5%, 14%, -2%, -13%, ?
> CCN1C(=O)c2cccc3c(S(=O)(=O)Nc4c(C)n(C)n(-c5ccccc5)c4=O)ccc1c23
    -10, 4%, -2%, 8%&-1%, -3%, -1%, ?
> O=C(NC1CCN(Cc2ccccc2)CC1)c1cccc(S(=O)(=O)Nc2ccc(Br)cc2)c1
    -69*, ., 41%[activator], ?, -2%, -16%, -11%
> O=C(c1nn2c(C(F)(F)F)cc(-c3ccccc3)nc2c1Cl)N1CCOCC1
    19, 0%, -8%, -27%, -2%, 38%, ?
> Cc1n[nH]c(=O)nc1NCCc1ccccc1
    8, 6%, 9%, 7%, ., -14%, ?
> COc1ccc(Cl)cc1NC(=O)c1sc2nc(-c3ccc(OC)c(OC)c3)ccc2c1N
    -14, ., ., ., -11%, ., 3%
> CCOc1ccccc1NC(=O)NC1(C(=O)NCC2CCCO2)CCCCC1 (configuration not stated)
    8, -2%, 9%, 20%, -3%, -4%, -5%
> CCC(C)C(NC(N)=O)C(=O)Nc1ccc(OCc2ccccc2)cc1 (configuration not stated)
    -30, -2%, -20%, -19%, 3%, -13%, -7%
> COc1cc(NS(=O)(=O)c2ccc(NC(=O)c3ccc(C)o3)cc2)nc(OC)n1
    -26, -5%, -10%, 9%, -2%, -28%, -14%
> CCCCC(=O)Nc1ccc(C(=O)N2CCCC(C(=O)OCC)C2)cc1 (configuration not stated)
    48, 5%, 7%, 7%, -20%, 8%, -3%
> COc1ccc(-n2c(SCC(N)=O)nc3c(oc4ccccc43)c2=O)cc1
    -15, ., ., ., -4%, ., 18%
> O=[N+]([O-])c1ccc(/C=[N+](\[O-])CCO)o1
    31, 6%, -10%, -14%, -5%, -26%, -10%
> Cc1cccc2cc(CN(CCCO)C(=O)Nc3ccc(Cl)cc3)c(=O)[nH]c12
    11, 1%, -7%, -7%, 5%, 42%, -7%
> COc1cc(C(=O)Nc2cccc(-c3nncn3C)c2)cc(OC)c1OC
    -34, -1%, -8%, ?, 5%, -9%, 0%
> C=CCN(C(=O)Nc1ccc(Cl)cc1)C1CC(=O)N(c2ccc(OC)cc2)C1=O (configuration not stated)
    33, 2%, 0%, -2%, 2%, -16%, ?
> Cc1cc(NS(=O)(=O)c2ccc(NC(=O)COc3ccccc3C(C)(C)C)cc2)no1
    9, 5%, -4%, 30%[activator], -15%, ?, -6%
> O=C(c1ccccc1)N(CCCl)C(=O)N(CCCl)C(=O)c1ccccc1
    24, ., -2%, ., 0%, ., .
> CSC1=C(C#N)C(C)C2=C(CC(C)(C)CC2=O)N1 (configuration not stated)
    -38, -4%, 5%, -14%, 6%, -44%, -13%
> COc1ccc(-c2cc(NC(C)=O)c3ncc(-c4cccc(C(C)=O)c4)n3c2)cc1OC
    49, ., 10%, ., -8%, ., .
> Cc1nnc(N2CCC(C(=O)NC3CCC(C)CC3)CC2)c2nn(-c3ccc(Cl)cc3)c(C)c12 (configuration not stated)
    0, 8%, 0%, -4%, 1%&2%, 28%, ?
> Cc1ccccc1CC(=O)OCC(=O)Nc1ccc(C)c(S(=O)(=O)N2CCCCC2)c1
    34, ., -7%, ?, -3%, -26%, 9%
> COc1cccc(CN2CCN(C(=O)c3ccco3)CC2)c1
    21, 3%, -23%, 27%, -22%, 3%, 1%
> Nc1nnc(SCC(=O)Nc2nccs2)s1
    -6, 0%, -5%, 12%, -10%, -10%, 0%
> CCOCc1cc(CN2CCN(c3cccc(Cl)c3)CC2)c(O)c2ncccc12
    -100*, ., ., ., 3%, ., 18%
> CC(C)c1ccc(NC(=O)CN2C(=O)NC(C)(C3CC3)C2=O)cc1 (configuration not stated)
    29, ., 0%, -25%, -6%, -20%, 2%
> COc1cccc(-n2nc(C(C)=O)c(=O)[nH]c2=O)c1
    -36, 1%, 1%, 19%, -1%, -56%, -4%
> CSc1nnc(CCNC(=O)OC(C)(C)C)o1
    21, 3%, -5%, -2%, -2%, -12%, 1%
> CC(=O)c1ccc(NC(=O)COc2ccccc2-c2nc(C)no2)cc1
    11, ., ., ., -4%, ., -4%
> COc1ccc(C2CC(c3ccccc3OC(C)=O)=NN2C(C)=O)cc1 (configuration not stated)
    90, 0%, 17%, ?, 7%, -4%, -4%
> CCOc1ccc2nc(SCC(=O)NCc3ccc(OC)c(OC)c3)[nH]c2c1
    18, 13%, 9%, 18%, -30%, -26%[11.4 µM], ?
> Cc1c(C(=O)N2CCN(Cc3ccc4c(c3)OCO4)CC2)sc2ncnc(N3CCN(c4ccccc4)CC3)c12
    -86*, -1%, 4%, ?, -4%, 106%[activator], -7%
> Cc1ccc(C)c(NS(=O)(=O)c2ccc3c(c2)NC(=O)CO3)c1
    -28, -11%, 14%, 19%, 0%, -42%, -6%
> Cc1[nH]c2ccccc2c1CCNC(=O)c1ccc2nccnc2c1
    65, 8%, 1%, 4%, -4%, -11%, ?
> Cc1nnc2sc(-c3cccc(NC(=O)c4cccnc4)c3)nn12
    44, -7%, 6%, 12%, -2%, -28%, 0%
> Cc1ccc2cc(CN(Cc3cccs3)Cc3nnnn3C(C)(C)C)c3nnnn3c2c1
    ., 13%, ., 5%, ., -22%, ?
